Integrin act MD: activates integrin-mediated alleviation for muscular dystrophy; alpha7betagal myoblasts, beta-gal FDG fluorescence, 48 h; Potency, µM (doses to about 38.3 µM), inactives show at the top dose activation, most hits filed as activators; hit rate 0.064% among 350,000; AID 624291;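 also: potency is read from the fitted curve at half-maximal effect; 100% = response of the positive control SU9516; nearly all actives have a fitted effect of over 60% in size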
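Alpha7betagal+/- myoblasts (passage 13) were plated 16-24 hr, then exposed to compounds (1:260 dilution of DMSO stock) for 48 hours at 37C. After MPER lysis, β-galactosidase reporter activity was read as FDG fluorescence (ex 480/em 540) after 30 minutes.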
TRPV1 agonist: activates the human vanilloid receptor TRPV1 | TRPV1-expressing cells, Fluo-8 calcium influx, agonist mode | activation, % at 8.33 µM | hit rate 0.19% among 320,000 | AID 540275; in the data active = activation above about 80%; inconclusive = between about 30% and that limit; also: 0% is about no effect
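Fluo-8 calcium influx in TRPV1-expressing cells, kinetic read (ex 480/em 520 nm). Compound added and read 3 min for agonist activity, followed by capsaicin at EC20 final and 2 min further read for enhancement.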
ELG1 genotoxic: induces genotoxicity in HEK293T cells with luciferase-tagged ELG1 | HEK293T ELG1-luciferase reporter, luminescence, 16 h | Potency, µM (series often up to 46 µM), without a hit: at the highest dose activity change, positive = activation, most hits filed as activators | hit rate 1.3% among 330,000 | AID 504466; also: potency is read from the fitted curve at half-maximal effect; % of control where 0% means no effect; nearly all actives have a fitted effect of over 60% in size
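Screening used a luciferase reporter fused to human ELG1 in HEK293T cells. Luminescence was read on a CCD plate imager after 16 hr exposure and 30 min ONE-Glo incubation.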
Eya2 phos inh: Eya2 (human) phosphatase inhibition; O00167; hit rate 0.006% among 330,000; Potency, µM (series often up to 76.9 µM), for the others: at the top dose activity, negative = inhibition, actives largely listed as inhibitors; recombinant Eya2, OMFP fluorescence dephosphorylation (OMFP is methylfluorescein phosphate); also: potency is read from the fitted curve at half-maximal effect; % is scaled to controls: 0 for no effect and ±100 for the full control effect
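Eya2 protein (added as 0.2 uM solution) was preincubated with compound for 10 min at ambient temperature in 50 mM HEPES pH 7.5, 50 mM NaCl, 5 uM MgCl2, 0.05% BSA, 1 mM DTT. OMFP (added at 50 uM) then reacted 10 min; fluorescence read at 485/525 nm.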
PTAP TSG101 blk: blocks PTAP/TSG101 interaction to inhibit HIV-1 budding; Fluorescence polarization, FITC-PTAP peptide / Tsg101 binding; 340,000 tested, under 10 active; AID 493005; Potency, µM (titrated, usually from 115 µM), without a hit: at the top dose activity change, negative = inhibition, usual class: inhibitors; active = well fitted inhibition curve with a large enough effect in the main read-out, with a control signal flat, not every such curve was filed as active; inconclusive = small, poorly fitted or top-dose-only effect, or effect the other way, or a change in a side signal; inactive = no such curve, though single readings can be large or run the other way; also: potency is read from the fitted curve at half-maximal effect; % of control where 0% means no effect
Target sequence (Q99816 whole entry, looked up): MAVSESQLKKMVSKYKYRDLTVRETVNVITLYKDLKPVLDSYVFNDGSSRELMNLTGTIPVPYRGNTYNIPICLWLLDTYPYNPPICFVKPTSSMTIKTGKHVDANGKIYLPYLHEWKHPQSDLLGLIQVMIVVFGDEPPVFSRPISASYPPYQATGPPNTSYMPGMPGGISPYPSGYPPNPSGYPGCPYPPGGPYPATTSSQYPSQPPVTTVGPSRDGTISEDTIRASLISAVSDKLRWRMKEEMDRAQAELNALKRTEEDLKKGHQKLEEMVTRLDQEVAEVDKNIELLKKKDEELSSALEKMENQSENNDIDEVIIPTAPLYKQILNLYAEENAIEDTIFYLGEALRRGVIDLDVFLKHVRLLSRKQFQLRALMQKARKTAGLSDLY
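FP read-out: FITC-PTAP peptide, 50 nM final, binding Tsg101 binding domain, 10 uM final; 20 min, r.t.; 10 mM HEPES pH 7.5, 0.15 M NaCl, 0.01% Tween 20, 3 mM EDTA, 0.1 mM TCEP.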
p53 reactivator: re-activators of mutant p53 | hit rate 0.063% among 320,000 | Potency, µM (top dose mostly 92.2 µM), for inactives: at the top dose activity change, positive = activation, actives largely listed as activators | H1299 p53-A138V BP100-luciferase reporter, luminescence, 24 h; also: potency is read from the fitted curve at half-maximal effect; % of control where 0% means no effect; nearly all actives have a fitted effect of over 45% in size
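H1299 (p53-null), stable ts p53-A138V + BP100-Luc; 1000 cells/well, Opti-MEM/10% FBS; cpd 4 pt, 1:5; 24 h, 37 deg C, 5% CO2; detection reagent 10 min RT; luminescence.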
BRCA1 expr up: BRCA1 expression activation; hit rate 1.1% among 380,000; MCF7-BRCA1-FFLuc reporter, luminescence, 48 h; response scale: scaled: vehicle 0%, 10 µM genistein 100%; Potency, µM (titrated, usually from 46.1 µM), for inactives: top-dose activation, usual class: activators; also: potency is read from the fitted curve at half-maximal effect; nearly all actives have a fitted effect of over 80% in size; some results filed as inactive show a strong effect at the top dose
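Using MCF7 cells harboring a BRCA1 firefly luciferase reporter, plated 2 h before compound pinning, the screen measured luminescence after 48 h incubation. Responses were normalized to DMSO and 10 microM genistein, then fitted for concentration-effect.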
uPA surface inh: inhibitors of cell surface uPA generation | cell surface uPA generation assay, qHTS | Potency, µM (series often up to 38.3 µM), for the others: at the top dose activity change, negative = inhibition, hits mostly inhibitors | hit rate 0.31% among 330,000 | AID 540303; active = well fitted inhibition curve with a large enough effect; inconclusive = small, poorly fitted or top-dose-only effect; inactive = no such curve, though single readings can be large or run the other way; tested in mouse RAW 264.7 cells; also: potency is read from the fitted curve at half-maximal effect; % is scaled to controls: 0 for no effect and ±100 for the full control effect; nearly all actives have a fitted effect of over 55% in size
USP2a block: inhibitors of human ubiquitin-specific protease USP2a | O75604 | USP2 core, Ub-CHOP2 coupled fluorogenic reporter, 485/531 | Potency, µM (top dose mostly 38.3 µM), without a hit: at the highest dose activity change, negative = inhibition, usual class: inhibitors | hit rate 0.01% among 330,000 | AID 463254;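 also: potency is read from the fitted curve at half-maximal effect; plate controls were DMSO wells for no effect and full inhibition by NEM control for full effect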
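Cell-free coupled assay: 10nM USP2 core preincubated 30min RT with compound in Tris-HCl pH 8.0/CaCl2/CHAPS buffer, then 25nM Ub-CHOP2 and 25nM reporter substrate; fluorescence (Ex 485/Em 531) read after 60min RT, normalized to NEM inhibition, concentration-response curves fitted.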
B2AR arrestin: beta2AR (human) beta-arrestin recruitment activity. AID 492947. beta-arrestin recruitment to beta2AR, cell-based reporter. Potency, µM (series often up to 46.1 µM), for the others: top-dose activation, most hits filed as activators. P07550. hit rate 0.02% among 330,000;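 also: potency is read from the fitted curve at half-maximal effect; 0% = DMSO controls and full agonism = EC100 isoproterenol or metaproterenol; nearly all actives have a fitted effect of over 65% in size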
Target sequence (P07550 whole entry, looked up): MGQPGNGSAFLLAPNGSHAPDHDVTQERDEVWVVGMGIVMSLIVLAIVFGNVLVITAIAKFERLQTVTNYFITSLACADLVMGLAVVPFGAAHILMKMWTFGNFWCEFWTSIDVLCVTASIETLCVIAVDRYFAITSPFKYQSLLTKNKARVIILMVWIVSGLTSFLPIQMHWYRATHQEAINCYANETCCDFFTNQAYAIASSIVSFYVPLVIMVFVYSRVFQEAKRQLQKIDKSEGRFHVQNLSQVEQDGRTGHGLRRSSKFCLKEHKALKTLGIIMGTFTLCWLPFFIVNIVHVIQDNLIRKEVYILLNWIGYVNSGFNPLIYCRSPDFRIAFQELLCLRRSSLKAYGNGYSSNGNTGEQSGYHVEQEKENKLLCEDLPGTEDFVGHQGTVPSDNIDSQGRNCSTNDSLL
S-ASM inh: inhibitors of human secretory acid sphingomyelinase. placental ASM, HMU-PC fluorogenic substrate, 60 min. Potency, µM (doses to about 57.5 µM), without a hit: at the highest dose activity change, negative = inhibition, hits mostly inhibitors. hit rate 0.006% among 340,000. AID 504937; also: potency is read from the fitted curve at half-maximal effect
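Human placenta-derived ASM preincubated with compound 10 min at room temperature, then reacted with 9 uM (final) fluorogenic HMU-PC substrate for 60 min at 37 C. Stop solution raises pH to 10; fluorescence read at Ex 386/Em 447 nm.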
Active calls of the source: *; i = inactive; ? = inconclusive; nt = not tested or not shown; [ ] = remark or other dose. Unless noted, calls follow the shape of the dose curve; as a rule, active = well fitted curve in the direction sought with a large enough effect; inconclusive = small, poorly fitted or top-dose-only effect, or another doubt; inactive = no such curve, though single readings can be large; an effect the other way counts as inactive or inconclusive.

SMILES	Integrin act MD	TRPV1 agonist	ELG1 genotoxic	Eya2 phos inh	PTAP TSG101 blk	p53 reactivator	BRCA1 expr up	uPA surface inh	USP2a block	B2AR arrestin	S-ASM inh
COc1ccc(CNC(=O)COC(=O)Cc2ccsc2)cc1	-7%	13	4%	-1%	-1%	2%	-11%	3%	7%	0.1%	0%
CC(=O)NCc1nc2ccccc2n1C(C)C	-15%	5	-6%	3%	-8%	-2%	10%	2%	1%	-0.2%	9%
N#Cc1c2ccc(O)cc2n2ccccc12	i	5	-14%	-8%	-9%	4%	54%	nt	0%	0.0%	74%[activator]
CC(C)CN1CCN(Cc2cc3ccccc3[nH]2)CC1CCO (configuration not stated)	-18%	3	-2%	-1%	-4%	1%	-23%	-2%	3%	-0.8%	25%
Cc1ccc(OCCCC(=O)Nc2ccc(S(=O)(=O)Nc3ccccn3)cc2)cc1	0%	1	-4%	6%	-3%	-5%	10%	-1%	5%	-0.3%	-3%
O=C(CN1CCN(Cc2ccc(Cl)cc2)C1=O)NCCCN1CCOCC1	4%	1	-1%	1%	1%	1%	0%	-1%	0%	0.6%	5%
COc1cc(-c2[nH]nc3c2C(c2ccoc2)C(C#N)=C(N)O3)cc(OC)c1OC (configuration not stated)	-3%	0	5%	0%	-3%	3%	22%	1%	-2%	0.2%	-3%
Cc1cc(C)n2nc(S(=O)(=O)Nc3c(Cl)cccc3Cl)nc2n1	-16%	0	-3%	-12%	-1%	-4%	0%	-1%	2%	-0.1%	3%
COc1ccccc1CN(Cc1cc2cc(C)ccc2[nH]c1=O)Cc1nnnn1Cc1ccco1	-17%	19	-16%	-8%	2%	-4%	-62%	1%	-11%	-0.8%	-7%
COc1cc(C(=O)OCCCN2CCOCC2)ccc1O	-36%	0	1%	-30%	1%	4%	39%	6%	1%	-0.9%	-1%
C=CCOC(=O)C1=C(C)NC(SCC(=O)Nc2ccc(C)c(Cl)c2)=C(C#N)C1c1ccco1 (configuration not stated)	-37%	0	4%	-7%	-2%	4%	-43%	-2%	2%	-0.3%	210%[activator]
O=C(CSc1nnc2ccccn12)NC(=O)NC1CCCCC1	8%	-2	17%	-12%	0%	-2%	1%	-9%	-1%	-0.3%	4%
COC(=O)c1cc(=O)n(Cc2ccc(F)cc2)c(=NCc2ccc(F)cc2)s1	27%	-3	-14%	18%	1%	0%	5%	-18%	2%	-0.9%	-1%
O=C(Nc1cccc(-c2nc3ccccc3[nH]2)c1)c1ccco1	0%	1	-9%	-21%	-2%	?	33%	-3%	-1%	0.1%	0%
CC(C)(C)NS(=O)(=O)c1ccc(NC(=O)C2CC(=O)N(CCc3ccc(F)cc3)C2)cc1 (configuration not stated)	1%	1	1%	13%	2%	-1%	-7%	-3%	-10%	-0.8%	0%
COc1ccc(CCN2C(=O)CC(N3CCC(C(N)=O)CC3)C2=O)cc1OC (configuration not stated)	-8%	-5	-1%	1%	-2%	-3%	2%	-2%	-3%	0.4%	7%
O=C(O)c1ccc(CP(=O)(c2ccccc2)c2ccccc2)cc1	18%	5	2%	-3%	-4%	?	6%	-9%	1%	-1.1%	-2%
CC(C(O)C12CC3CC(CC(C3)C1)C2)N1CCCCC1 (configuration not stated)	-1%	4	1%	-9%	-9%	11%	11%	-10%	3%	-0.8%	1%
O=C(CSc1nc2ccccc2[nH]1)Nc1nc(-c2ccc(Br)cc2)cs1	14%	5	-8%	-4%	-2%	9%	21%	2%	0%	-0.3%	-20%
Cc1cc(N2CCCCCC2)n2nc(C)c(-c3ccccc3)c2n1	-15%	0	-4%	-12%	2%	3%	35%	2%	1%	-0.4%	6%
O=C(CCN1C(=O)/C(=C/c2cccs2)SC1=S)Nc1cccc(C(=O)O)c1	0%	3	0%	10%	4%	-3%	24%	2%	-1%	-0.5%	-1%
O=C(CN1C(=O)/C(=C\c2ccccc2Cl)Sc2ccccc21)NCCCN1CCOCC1	-54%[inhibitor]	16	-2%	3%	-6%	4%	-34%	5%	-1%	0.2%	0%
CN(C(=O)c1cccc(NC(=O)Cc2cccc(NC(=O)C3CCCN(C(=O)c4ccccc4)C3)c2)c1)C1CCC1 (configuration not stated)	4%	nt	nt	nt	11%	nt	-3%	10%	nt	nt	1%
CCC(C(N)=NCCc1ccc(OC)c(OC)c1)c1ccccc1 (configuration not stated)	-28%	3	-10%	-2%	0%	0%	-1%	8%	1%	-0.7%	5%
COc1cc2c(cc1OC)C(c1ccc(C(F)(F)F)cc1)CC(=O)N2 (configuration not stated)	3%	26	0%	-14%	-6%	-1%	-47%	-5%	-4%	0.3%	-2%
O=C(N/N=C/C1=Cc2ccccc2OC1)c1ccncc1	1%	?	0%	3%	-4%	7%	57%	-2%	-5%	-0.3%	37%[activator]
O=C(Nc1cccnc1)Nc1ccc2c(c1)OCO2	-14%	9	17%	-12%	-10%	?	3%[1.84 µM]	-6%	3%	0.2%	-1%
CSc1nc2c(c(=O)n1-c1ccc(C)cc1)SCC2	5%	-1	8%	-3%	-16%	8%	-1%	-2%	-2%	0.2%	-2%
Cc1ccc(-c2nnc(SCC(=O)NCC3CCCO3)n2C)cc1 (configuration not stated)	2%	1	1%	-10%	-8%	3%	3%	14%	-1%	-0.1%	6%
CCC(=O)Nc1ccc(NC(=O)c2cccc3c(Br)cccc23)cc1	11%	-6	7%	5%	-3%	-45%[inhibitor]	7%	11%	0%	-0.5%	1%
COc1cccc(C2C(C(=O)c3ccc(C)o3)=C(O)C(=O)N2c2cc(C)on2)c1 (configuration not stated)	1%	-2	-1%	5%	-6%	7%	10%	-5%	-1%	-0.1%	5%
CCOC(=O)c1oc2ccccc2c1NC(=O)CN1CCOCC1	16%	0	-3%	-3%	-2%	-6%	11%	-4%	5%	-0.1%	1%
CCCCC(c1nnnn1CCOC)N1CCN(CC)CC1 (configuration not stated)	31%	-4	-1%	-2%	0%	5%	9%	5%	0%	-0.5%	7%
Cc1noc(C)c1COc1cccc(C(=O)Nc2cccnc2)c1	2%	27	0%	10%	-2%	-4%	-16%	-1%	0%	4.0%	-5%
O=C(c1ccc2ccccc2c1)N1CCN(c2ccc(O)cc2)CC1	-10%	2	-2%	-6%	-1%	-3%	-31%	-10%	0%	0.1%	-1%
CCN(Cc1nc(-c2ccc(OC)c(OC)c2)no1)C(=O)c1ccoc1C	3%	0	-4%	-23%	-10%	5%	-8%	0%	2%	0.0%	5%
CCCCCc1ccc(-c2cn(CCCOCc3ccccc3)nn2)cc1	-7%	4	-1%	-15%	nt	nt	1%	?	0%	-0.8%	-8%
CS(=O)(=O)N(CC(=O)Nc1c(F)cccc1F)c1ccc(C23CC4CC(CC(C4)C2)C3)cc1	-18%	6	-5%	-5%	0%	-1%	-22%	-6%	-5%	-0.7%	-6%
CN(CC(=O)Nc1ccc(F)cc1)CC(=O)Nc1ccc(Cl)c(S(=O)(=O)N2CCOCC2)c1	-36%	-3	-12%	4%	-5%	-5%	-2%	-4%	0%	0.4%	-2%
Cn1c(CO)cnc1SCc1ccc(Cl)cc1	11%	18	7%	5%	-1%	1%	44%	1%	1%	-0.9%	-1%
CCN(CC)CCN(Cc1cc2cc3c(cc2[nH]c1=O)OCCO3)C(=S)NCC1CCCO1 (configuration not stated)	?	1	6%	2%	-10%	0%	25%	4%	6%	?	14%
CCN1CCN(C(=O)c2cc3cc([N+](=O)[O-])ccc3oc2=O)CC1	-22%	-2	6%	2%	0%	6%	-28%	3%	1%	-1.1%	-1%
CCCCCCc1cc2cc(C(N)=O)c(=N)oc2cc1O	nt	5	-8%	15%	nt	5%	nt	nt	-1%	0.1%	nt

Some entries already given, limited to BRCA1 expr up, TRPV1 agonist and p53 reactivator.
Molecule	BRCA1 expr up	TRPV1 agonist	p53 reactivator
CN(C(=O)c1cccc(NC(=O)Cc2cccc(NC(=O)C3CCCN(C(=O)c4ccccc4)C3)c2)c1)C1CCC1 (configuration not stated)	-3%	nt	nt
COc1ccc(CCN2C(=O)CC(N3CCC(C(N)=O)CC3)C2=O)cc1OC (configuration not stated)	2%	-5	-3%
COC(=O)c1cc(=O)n(Cc2ccc(F)cc2)c(=NCc2ccc(F)cc2)s1	5%	-3	0%
